Assay outcomes as filed in PubChem BioAssay.
EPAC2 antagonist: blocks human EPAC2 exchange factor; Q8WZA2; EPAC2 GEF exchange of Rap1B-BODIPY-GDP, fluorescence; Potency, µM (highest dose often 114 µM), for inactives: top-dose activity, negative = inhibition, actives largely listed as inhibitors; 360,000 compounds, 0.18% hits; AID 720708; further: on the % scale 0 is the no-effect control and ±100 the full control effect; nearly all actives have a fitted effect of over 45% in size; many of its hits are not listed in these tables
EPAC2 agonist: activates human EPAC2 exchange factor; AID 720711; 360,000 compounds, 0.079% hits; Q8WZA2; EPAC2 activation, biochemical qHTS; response scale: 100% = 6.5 mM cAMP response; Potency, µM (highest dose often 154 µM), without a hit: top-dose activation, actives largely listed as activators; further: nearly all actives have a fitted effect of over 50% in size
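Guanine nucleotide exchange by EPAC2 is measured as reduced fluorescence of BODIPY-GDP once it is released from 250 nM Rap1B. Plates are read kinetically for 30 min at room temperature; results are scaled to 6.5 mM cAMP.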
EPAC1 ag: activates human EPAC1 exchange factor; EPAC1 agonist qHTS, biochemical assay; response scale: 100% = response to 6.5 mM cAMP; 360,000 compounds, 0.073% hits; AID 720707; Potency, µM (top dose mostly 154 µM), without a hit: top-dose activation, most hits filed as activators; further: nearly all actives have a fitted effect of over 60% in size
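Read-out is the fluorescence drop as BODIPY-GDP leaves Rap1B (480 nm excitation, 540 nm emission), recorded every 5 minutes over 30 minutes. Reactions held 100 nM EPAC1, 250 nM Rap1B–BODIPY-GDP and 50 uM GDP, with 6.5 mM cAMP setting full activation.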
PTHR1 ag: activates the human parathyroid hormone receptor PTHR1 | HEK293 GP2 PTHR1 cells, GloSensor cAMP luminescence, 1 h | Potency, µM (doses to about 115 µM), for inactives: at the highest dose activation, hits mostly activators | 410,000 compounds, 0.075% hits; further: nearly all actives have a fitted effect of over 55% in size; some results filed as inactive show a strong effect at the top dose; inactives centre near -15; many of its hits are not listed in these tables
Target sequence (Q03431 whole entry, looked up): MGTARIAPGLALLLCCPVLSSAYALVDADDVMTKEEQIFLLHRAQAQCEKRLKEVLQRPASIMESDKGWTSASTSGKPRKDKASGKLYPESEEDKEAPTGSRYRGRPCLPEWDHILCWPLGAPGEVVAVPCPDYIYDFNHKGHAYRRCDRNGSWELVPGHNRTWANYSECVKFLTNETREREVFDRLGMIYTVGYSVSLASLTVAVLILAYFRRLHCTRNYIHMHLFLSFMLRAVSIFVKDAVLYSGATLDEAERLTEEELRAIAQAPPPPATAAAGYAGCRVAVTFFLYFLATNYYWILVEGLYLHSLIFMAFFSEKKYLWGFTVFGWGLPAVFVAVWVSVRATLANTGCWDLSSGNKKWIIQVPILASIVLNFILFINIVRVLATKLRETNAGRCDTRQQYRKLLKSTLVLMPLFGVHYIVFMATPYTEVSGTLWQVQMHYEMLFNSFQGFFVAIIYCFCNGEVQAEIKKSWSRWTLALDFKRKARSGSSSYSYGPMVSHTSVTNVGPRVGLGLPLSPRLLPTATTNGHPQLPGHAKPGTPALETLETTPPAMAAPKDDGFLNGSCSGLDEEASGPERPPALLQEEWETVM
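HEK-293-derived GP2 cells expressing PTHR1 and a GloSensor cAMP reporter, 3,000/well, plated overnight, given luciferin plus IBMX (each 0.5 mM as added) for 1 h at 37 °C, then compound for 1 h at 37 °C. Luminescence was read after 15 min at room temperature.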
TDP43 rescue: TDP-43 toxicity inhibition in yeast. Potency, µM (series often up to 46.1 µM), for inactives: at the highest dose growth rescue (activation), hits mostly activators. 410,000 compounds, 1.8% hits. TDP-43 expressing yeast growth rescue, BacTiter-Glo, 24 h; further: % of control where 0% means no effect; nearly all actives have a fitted effect of over 50% in size
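Growth rescue of TDP-43-toxic yeast measured as ATP luminescence (BacTiter-Glo). Cells grown to mid-log in raffinose, induced in galactose at OD600=0.02, exposed to compound 24 hr at 30 deg C.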
EPAC1 antagonist: antagonists of human EPAC1; O95398; 360,000 compounds, 0.14% hits; Potency, µM (series often up to 115 µM), for the others: at the highest dose activity change, negative = inhibition, most hits filed as inhibitors; EPAC1 GEF assay, Rap1b-BODIPY-GDP exchange fluorescence;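 further: plate controls were vehicle for no effect and positive control for full effect; nearly all actives have a fitted effect of over 50% in size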
FUS suppressor: suppressors of FUS proteinopathy in yeast; S. cerevisiae FUS-expressing, growth rescue, OD600, 24 h; Potency, µM (highest dose often 76.6 µM), without a hit: top-dose growth rescue (activation), usual class: activators; 390,000 compounds, 0.24% hits;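 further: plate controls were DMSO vehicle for no effect and reference control for full effect; nearly all actives have a fitted effect of over 55% in size; some results filed as inactive show a strong effect at the top dose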
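Yeast expressing FUS under galactose induction, OD 0.005 in 2% galactose medium; compounds in a dilution series, 24 h at 30C. Growth rescue by absorbance at 600 nm; CP55940 positive control, DMSO negative.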
aSyn yeast inh: inhibitors of alpha-synuclein toxicity in yeast; Yeast expressing alpha-synuclein, growth rescue, BacTiter-Glo, 24 h; Potency, µM (doses to about 46.1 µM), inactives show at the highest dose growth rescue (activation), hits mostly activators; 370,000 compounds, 0.14% hits; further: % of control where 0% means no effect; nearly all actives have a fitted effect of over 65% in size
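Galactose-induced alpha-syn yeast (OD600=0.02, raffinose-pregrown) + pinned cpd, 24 hr, 30 deg C; growth by BacTiter-Glo luminescence. Growth restoration scores as activation.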
* hit, by the source's call; [ ] = another dose, or the depositor's remark. The call rests on the fitted dose curve; in most records, active means well fitted curve in the direction sought with a large enough effect; inconclusive means small, poorly fitted or top-dose-only effect, or another doubt; inactive means no such curve, though single readings can be large; an effect the other way counts as inactive or inconclusive. Potency means the concentration at half of the fitted maximal effect. A portion of the library; the hit share may differ from the screen's.

Results for CC1CCN(C(=O)COC(=O)c2ccc(N3CCCC3=O)cc2)CC1 ?
EPAC2 antagonist: 10%; EPAC2 agonist: 2%; EPAC1 ag: 9%; PTHR1 ag: inactive; TDP43 rescue: 6%; EPAC1 antagonist: 6%; aSyn yeast inh: 8%

Results for Cc1cccc(NC(=O)Nc2cccc(C)n2)n1 ?
EPAC2 antagonist: -2%; EPAC2 agonist: 13%; EPAC1 ag: 2%; PTHR1 ag: -10%[57.5 µM]; TDP43 rescue: 3%; EPAC1 antagonist: -14%; FUS suppressor: 11%; aSyn yeast inh: 1%

What do the screens show for `N/C(=N\OC(=O)c1ccc(Cl)cc1Cl)c1ccncc1`?
EPAC2 antagonist: 2%; EPAC2 agonist: 0%; EPAC1 ag: -2%; PTHR1 ag: -47%[inhibitor]; TDP43 rescue: 20%; EPAC1 antagonist: inconclusive; FUS suppressor: -20%; aSyn yeast inh: -7%

Results for O=C1OC(OC2CCCCC2)(c2ccccc2)c2ccccc21 (centres undefined) ?
EPAC2 antagonist: -16%; EPAC2 agonist: 2%; EPAC1 ag: 20%; PTHR1 ag: -26%; TDP43 rescue: -16%; EPAC1 antagonist: -10%; FUS suppressor: 11%; aSyn yeast inh: -10%

Results for Cc1nn(C)cc1/C=N/NC(=O)CSc1ccccn1 ?
EPAC2 antagonist: 12%; EPAC2 agonist: 3%; EPAC1 ag: -1%; PTHR1 ag: -4%; TDP43 rescue: 1%; EPAC1 antagonist: 5%; FUS suppressor: 2%; aSyn yeast inh: 7%

How did COc1ccc(C(C)=O)cc1COc1ncnc2ccccc12 do in these assays?
EPAC2 antagonist: 10%; EPAC2 agonist: -1%; EPAC1 ag: 8%; PTHR1 ag: -3%; TDP43 rescue: 4%[9.22 µM]; EPAC1 antagonist: -18%; FUS suppressor: 11%; aSyn yeast inh: 9%

Results for COc1ccc(C2C(C#N)=C(N)Oc3n[nH]c(C)c32)cc1CSc1ccccn1 (centres undefined) ?
EPAC2 antagonist: -4%; EPAC2 agonist: -2%; EPAC1 ag: -3%; PTHR1 ag: inactive; TDP43 rescue: -4%; EPAC1 antagonist: -5%; FUS suppressor: 8%; aSyn yeast inh: -7%

What do the screens show for `COc1cc(C(C(=O)NC2CCCC2)N(CCO)C(=O)Cn2nnc(-c3ccc(C)o3)n2)ccc1O` (centres undefined)?
EPAC2 antagonist: 0%; EPAC2 agonist: 0%; EPAC1 ag: 4%; PTHR1 ag: -19%; TDP43 rescue: 0%; EPAC1 antagonist: 3%; FUS suppressor: -16%; aSyn yeast inh: -6%

Results for CCCC(C(=O)NNC(=O)c1ccncc1)c1ccccc1 (centres undefined) ?
EPAC2 antagonist: 0%; EPAC2 agonist: 7%; EPAC1 ag: -1%; PTHR1 ag: 0%; TDP43 rescue: -3%; EPAC1 antagonist: 17%; FUS suppressor: -3%; aSyn yeast inh: 0%

What do the screens show for `COc1cccc(-n2c(SCC(=O)NC3CCCCC3)nc3n[nH]c(C)c3c2=N)c1`?
EPAC2 antagonist: -6%; EPAC2 agonist: -8%; EPAC1 ag: 0%; PTHR1 ag: inactive; TDP43 rescue: 16%; EPAC1 antagonist: inconclusive; FUS suppressor: 14%; aSyn yeast inh: -1%

How did CCOC(=O)c1ccc([N+](=O)[O-])c(CS(=O)(=O)c2ccc(Cl)cc2)c1 do in these assays?
EPAC2 antagonist: inconclusive; EPAC2 agonist: 4%; EPAC1 ag: 17%; PTHR1 ag: -56%[inhibitor]; TDP43 rescue: 22%; EPAC1 antagonist: -6%; FUS suppressor: -8%; aSyn yeast inh: 2%

How did CC1(C)Cc2cccc(OCC(=O)Nc3ccc(OCC(N)=O)cc3)c2O1 do in these assays?
EPAC2 antagonist: 7%; EPAC2 agonist: 9%; EPAC1 ag: 13%; PTHR1 ag: inactive; TDP43 rescue: -5%; EPAC1 antagonist: -3%; FUS suppressor: -2%; aSyn yeast inh: -2%

What do the screens show for `CC(C)NC(=S)N/N=C1\CCCCc2ccccc21`?
EPAC2 antagonist: -11%[57.1 µM]; EPAC2 agonist: 19%; EPAC1 ag: 5%; PTHR1 ag: -18%; TDP43 rescue: 15%; EPAC1 antagonist: -4%; FUS suppressor: 17%; aSyn yeast inh: -14%

What do the screens show for `O=C(COC(=O)C1CC(=O)N(Cc2ccco2)C1)c1ccc(OC(=O)c2ccco2)cc1` (centres undefined)?
EPAC2 antagonist: -1%; EPAC2 agonist: 2%; EPAC1 ag: -17%; PTHR1 ag: inactive; TDP43 rescue: 0%; EPAC1 antagonist: inconclusive; aSyn yeast inh: -6%

What do the screens show for `COCCN1C(=O)COc2ccccc2C1C(=O)NCc1ccccc1` (centres undefined)?
EPAC2 antagonist: 2%; EPAC2 agonist: 1%; EPAC1 ag: 3%; PTHR1 ag: -9%; TDP43 rescue: 25%; EPAC1 antagonist: 1%; FUS suppressor: -3%; aSyn yeast inh: 3%

How did Cc1nc2ncnn2c(N2CCN(C(=O)Cc3cccs3)CC2)c1C do in these assays?
EPAC2 antagonist: 7%; EPAC2 agonist: -1%; EPAC1 ag: 14%; PTHR1 ag: -20%[57.5 µM]; TDP43 rescue: -19%; EPAC1 antagonist: -9%; FUS suppressor: 17%; aSyn yeast inh: 0%

How did CCSc1n[nH]c2nc3c(c(=O)n12)C1(CCCCC1)Cc1ccccc1-3 do in these assays?
EPAC2 antagonist: 5%; EPAC2 agonist: -4%; EPAC1 ag: 1%; PTHR1 ag: 4%; TDP43 rescue: 21%; EPAC1 antagonist: 5%; FUS suppressor: -7%; aSyn yeast inh: 0%

What do the screens show for `Cc1ccc(C2=CC(=O)CC(C)(C)C2)cc1`?
EPAC2 antagonist: -11%; EPAC2 agonist: 0%; EPAC1 ag: 2%; PTHR1 ag: -18%; TDP43 rescue: 7%; EPAC1 antagonist: -14%; FUS suppressor: -11%; aSyn yeast inh: 12%

What do the screens show for `COCCn1c(=O)[nH]c2cc(C(=O)OC)ccc2c1=O`?
EPAC2 antagonist: 7%; EPAC2 agonist: 4%; EPAC1 ag: -2%; PTHR1 ag: inactive; TDP43 rescue: -7%; EPAC1 antagonist: 1%; FUS suppressor: -7%; aSyn yeast inh: 1%

Results for O=C(c1ccncc1)N1CCN(C(=O)c2ccncc2)CC1 ?
EPAC2 antagonist: 18%; EPAC2 agonist: 3%; EPAC1 ag: -1%; PTHR1 ag: inactive; TDP43 rescue: 0%; EPAC1 antagonist: 1%; FUS suppressor: 24%; aSyn yeast inh: -4%

What do the screens show for `NC(=O)C1CCN(c2nc(-c3ccccc3-c3ccccc3)cs2)CC1`?
EPAC2 antagonist: -13%; EPAC2 agonist: 10%; EPAC1 ag: 4%; PTHR1 ag: -13%; EPAC1 antagonist: -11%; FUS suppressor: 16%

How did COc1ccccc1N1CCN(C2CCCN(C(=O)c3cscn3)C2)CC1 (centres undefined) do in these assays?
EPAC2 antagonist: 0%; EPAC2 agonist: 3%; EPAC1 ag: 3%; PTHR1 ag: inactive; TDP43 rescue: 4%; EPAC1 antagonist: -14%; FUS suppressor: 8%; aSyn yeast inh: 3%

How did COc1ccc(C)cc1NC(=O)COC(=O)c1ccc2c(c1)OCO2 do in these assays?
EPAC2 antagonist: 8%; EPAC2 agonist: 7%; EPAC1 ag: -14%; PTHR1 ag: -11%; TDP43 rescue: -3%; EPAC1 antagonist: -1%; FUS suppressor: -4%; aSyn yeast inh: -12%

Results for CCc1ccc(OCCCC(=O)Nc2ccc(N3CCCCC3)cc2)cc1 ?
EPAC2 antagonist: -3%; EPAC2 agonist: -1%; EPAC1 ag: 6%; PTHR1 ag: inactive; TDP43 rescue: 16%; EPAC1 antagonist: -10%; FUS suppressor: 33%; aSyn yeast inh: 3%

Results for CC(=O)Nc1ccccc1C(=O)C(=O)Nc1cccc(F)c1 ?
EPAC2 antagonist: -9%; EPAC2 agonist: -4%; EPAC1 ag: -4%; PTHR1 ag: -6%[57.5 µM]; TDP43 rescue: -3%; EPAC1 antagonist: 2%; FUS suppressor: 9%; aSyn yeast inh: 0%

Results for COc1ccc2cc3cc(C(=O)N4CCN(c5ccccn5)CC4)oc3nc2c1 ?
EPAC2 antagonist: 1%; EPAC2 agonist: 7%; EPAC1 ag: -1%; PTHR1 ag: -10%; TDP43 rescue: 13%; EPAC1 antagonist: 3%; FUS suppressor: 4%; aSyn yeast inh: 19%

How did COc1ccc(OC)c(-c2nnc3n2N=C(c2ccc(OC)c(OC4CCCC4)c2)CS3)c1 do in these assays?
EPAC2 antagonist: -3%; EPAC2 agonist: 13%; EPAC1 ag: 6%; PTHR1 ag: inactive; EPAC1 antagonist: -15%; FUS suppressor: inconclusive

Results for CCOC(=O)c1cn2nc(Oc3ccc(NC(C)=O)cc3)ccc2n1 ?
EPAC2 antagonist: 2%; EPAC2 agonist: -5%; EPAC1 ag: -1%; PTHR1 ag: inactive; TDP43 rescue: -1%; EPAC1 antagonist: -1%; FUS suppressor: 8%; aSyn yeast inh: 0%

Results for Cc1ccc(CNC(=O)c2cc(S(=O)(=O)N3CCCCC3)ccc2N2CCOCC2)cc1 ?
EPAC2 antagonist: -2%; EPAC2 agonist: 5%; EPAC1 ag: 4%; PTHR1 ag: -28%; TDP43 rescue: 12%; EPAC1 antagonist: -10%; aSyn yeast inh: 6%

Results for COc1cc(CNC(=O)Nc2nc(C(N)Cc3ccc(C(F)(F)F)cc3)cs2)cc(OC)c1OC (centres undefined) ?
EPAC2 antagonist: 6%; EPAC2 agonist: 9%; EPAC1 ag: -8%; PTHR1 ag: 3%; TDP43 rescue: 9%; EPAC1 antagonist: -25%; FUS suppressor: inconclusive; aSyn yeast inh: -7%

How did O=C(Cn1nnc(-c2cccs2)n1)N1CCc2ccccc2C1 do in these assays?
EPAC2 antagonist: -2%; EPAC2 agonist: 12%; EPAC1 ag: 9%; PTHR1 ag: -7%[57.5 µM]; TDP43 rescue: inconclusive; EPAC1 antagonist: 0%; FUS suppressor: 19%; aSyn yeast inh: 5%
